ERG Ets-DNA blk = qHTS for Small Molecule Inhibitors of the ERG Ets/DNA interaction; Transcriptional regulator ERG (Homo sapiens), P11308; fluorescence polarization, His-ERG Ets domain / labelled DNA; Potency, µM (doses to about 76.9 µM), for the others: at the highest dose FP activity, negative = inhibition, most hits filed as inhibitors; 370,000 compounds, 0.028% hits; AID 624246, 2012; active means well fitted inhibition curve with a large enough effect in the polarisation, with a control signal flat; inconclusive means small, poorly fitted or top-dose-only effect, or effect the other way, or a change in a side signal; inactive means no such curve, though single readings can be large or run the other way; the % refers to the polarisation;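 further: polarization taken with two DNA probes labelled with fluorescein and Texas red; potency means the concentration at half of the fitted maximal effect; % of control where 0% means no effect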
Target sequence (P11308 whole entry, looked up, the tested form may be a part): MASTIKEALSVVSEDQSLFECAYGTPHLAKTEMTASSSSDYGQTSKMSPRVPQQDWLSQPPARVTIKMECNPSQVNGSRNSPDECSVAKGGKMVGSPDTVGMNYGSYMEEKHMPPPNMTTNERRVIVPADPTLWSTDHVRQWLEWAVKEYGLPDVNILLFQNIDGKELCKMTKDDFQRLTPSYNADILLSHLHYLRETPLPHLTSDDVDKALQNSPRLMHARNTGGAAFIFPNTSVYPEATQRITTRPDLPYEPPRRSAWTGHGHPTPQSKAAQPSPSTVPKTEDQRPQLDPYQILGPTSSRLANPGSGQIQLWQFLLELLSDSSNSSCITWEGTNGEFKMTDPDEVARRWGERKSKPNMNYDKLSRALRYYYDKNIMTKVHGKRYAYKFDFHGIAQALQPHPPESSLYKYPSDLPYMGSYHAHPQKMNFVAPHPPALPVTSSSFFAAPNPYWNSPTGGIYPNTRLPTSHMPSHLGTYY
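His-tagged ERG Ets domain (1 uM in the protein solution; 300mM KCl, 50mM Tris-HCl, 1mM EDTA, 1mM DTT, pH 7.5) received compound, then a probe mix of 5 nM fluorescein-DNA and 100nM Texas-615-DNA. Fluorescence polarization was read for both dyes.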
Glioma ERSR ind = qHTS for Inducers of the Endoplasmic Reticulum Stress Response (ERSR) in Human Glioma: qHTS | U87-MG GRP78 promoter luciferase reporter, 16 h | Potency, µM, for the others: top-dose activation, actives largely listed as activators | 420,000 compounds, 0.02% hits | AID 602332, 2012; further: potency means the concentration at half of the fitted maximal effect; series mostly up to about 76 µM; % of control where 0% means no effect; nearly all actives have a fitted effect of over 35% in size
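Stably transfected U87-MG glioma cells carrying a GRP78-based luciferase sensor; 16 h compound incubation. Luminescence end-point read 10 min after Bright-Glo addition at room temperature.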
D2 antag = HTS Assay for Allosteric Antagonists of the Human D2 Dopamine Receptor: Primary Screen for Antagonists; 340,000 compounds, 2% hits; HEK293 TREx D2 cells, calcium flux, dopamine EC80; D(2) dopamine receptor (Homo sapiens), P14416; AID 485344, 2010; inhibition, % at 10 µM; in the data active means inhibition above about 30%; further: 0% is about no effect
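Overnight-induced (tetracycline, 30 C) HEK293 T-REx cells carrying force-coupled D2 receive a no-wash calcium dye, then compound, then EC80 dopamine at 180 s; signals are read kinetically throughout.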
Vif-APOBEC3G blk = qHTS for Inhibitors of Vif-A3G Interactions: qHTS; DNA dC->dU-editing enzyme APOBEC-3G (Homo sapiens), Q9HC16; HeLa A3G-eYFP + Vif (tagged APOBEC3G with the HIV-1 protein that degrades it), YFP fluorescence, overnight; Potency, µM (titrated, usually from 46.1 µM), for inactives: at the top dose activity, negative = active, usual class: inhibitors; 410,000 compounds, 0.076% hits;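 further: potency means the concentration at half of the fitted maximal effect; on the % scale 0 is the no-effect control and ±100 the full control effect; nearly all actives have a fitted effect of over 60% in size; hits raise eYFP signal because A3G escapes Vif-driven loss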
Target sequence (Q9HC16 whole entry, looked up): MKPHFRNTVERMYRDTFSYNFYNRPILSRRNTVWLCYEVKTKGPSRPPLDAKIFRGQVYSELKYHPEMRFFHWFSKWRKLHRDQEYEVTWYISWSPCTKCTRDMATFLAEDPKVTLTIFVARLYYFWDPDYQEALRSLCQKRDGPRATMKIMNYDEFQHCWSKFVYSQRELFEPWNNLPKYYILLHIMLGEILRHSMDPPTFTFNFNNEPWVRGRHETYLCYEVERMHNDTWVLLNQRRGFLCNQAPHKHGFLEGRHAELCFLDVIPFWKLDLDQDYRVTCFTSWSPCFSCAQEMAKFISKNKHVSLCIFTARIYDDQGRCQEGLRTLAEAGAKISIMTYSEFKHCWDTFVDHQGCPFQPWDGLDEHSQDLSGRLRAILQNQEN
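HeLa cells stably expressing Vif and C-terminally eYFP-tagged A3G, seeded overnight at 37 deg C, then exposed to compound by pintool overnight at 37 deg C. Rise in yellow fluorescence (Ex 488/Em 500-530, Acumen) marks blocked Vif-driven A3G degradation.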
LDHA inh = qHTS assay for inhibitors of human lactate dehydrogenase. L-lactate dehydrogenase A chain (Homo sapiens), P00338. purified LDHA, NADH/diaphorase-resazurin fluorescence; hits give low values. activity change, % (values are at about 110 or 230 µM). 480,000 compounds, 0.15% hits. AID 1347041, 2019; in the data active means activity change below about -30%; inconclusive means mostly about -25% to -30%;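 further: plate controls were DMSO wells for no effect and wells without enzyme for full effect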
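Remaining NADH was detected by diaphorase (0.133 mg/mL) converting 37 µM resazurin to fluorescent resorufin, read at 0 and 20 minutes. The preceding 5-minute room-temperature reaction used 2 nM LDHA, 0.2 mM sodium pyruvate and 0.06 mM NADH at pH 7.4.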
D2 agonist = HTS Assay for Allosteric Agonists of the Human D2 Dopamine Receptor: Primary Screen for Agonists; D(2) dopamine receptor (Homo sapiens), P14416; 340,000 compounds, 0.53% hits; activation, % at 2 µM; AID 485358, 2010; HEK293 T-REx D2 cells, calcium flux agonist mode;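 active means activation over 3 SD above normal in the single-dose calcium agonist read, cut at about 30% in these data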; further: 0% is about no effect
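In this primary screen, compounds producing a positive calcium signal within 180 s of addition to tetracycline-induced, force-coupled HEK293 Trex D2 cells are flagged; cells are dye-loaded with a no-wash calcium kit beforehand.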
12-LOX inh = Primary qHTS assay for inhibitors of human arachidonate 12S-lipoxygenase (ALOX12): Round 2; Polyunsaturated fatty acid lipoxygenase ALOX12 (Homo sapiens), P18054; purified 12hLO, xylenol orange hydroperoxide absorbance; Potency, µM (titrated, usually from 108 µM), for inactives: at the top dose activity change, negative = inhibition, usual class: inhibitors; 580,000 compounds, 1.1% hits; AID 1671190, 2021; further: potency means the concentration at half of the fitted maximal effect; on the % scale 0 is the no-effect control and ±100 the full control effect
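Purified human 12hLO at 150 nM in 25 mM Hepes, 0.01% Triton X-100, pH 7.0, preincubated 15 min at room temperature with compound. Reaction started with 40 uM arachidonic acid, 30 min at room temperature. Hydroperoxide measured by Fe-xylenol orange, 573/405 nm absorbance ratio.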
Vif-A3F inh = qHTS for Inhibitors of Vif-A3F Interactions: qHTS | 390,000 compounds, 0.2% hits | AID 602313, 2012 | Potency, µM (highest dose often 46.1 µM), for inactives: top-dose activity, negative = active | HeLa A3F-eYFP + Vif (tagged APOBEC3F with the HIV-1 protein that degrades it), YFP fluorescence increase; further: potency means the concentration at half of the fitted maximal effect; % of control where 0% means no effect; nearly all actives have a fitted effect of over 65% in size
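Fluorescence increase (Ex 488/Em 500-530) after overnight compound treatment at 37 deg C flags inhibition of Vif-driven A3F-eYFP loss in stable HeLa A3F-eYFP/Vif cells seeded overnight beforehand.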
RGS4 inh = Inhibitors of Regulator of G Protein Signaling (RGS) 4: qHTS | Regulator of G-protein signaling 4 (Homo sapiens), P49798 | Transcreener GDP fluorescence polarization, RGS4-accelerated GTP hydrolysis | Potency, µM (doses to about 114 µM), without a hit: top-dose activity change, negative = inhibition, hits mostly inhibitors | 390,000 compounds, 0.039% hits; further: potency means the concentration at half of the fitted maximal effect; on the % scale 0 is the no-effect control and ±100 the full control effect; nearly all actives have a fitted effect of over 75% in size; some results filed as inactive show a strong effect at the top dose
Target sequence (P49798 whole entry, looked up): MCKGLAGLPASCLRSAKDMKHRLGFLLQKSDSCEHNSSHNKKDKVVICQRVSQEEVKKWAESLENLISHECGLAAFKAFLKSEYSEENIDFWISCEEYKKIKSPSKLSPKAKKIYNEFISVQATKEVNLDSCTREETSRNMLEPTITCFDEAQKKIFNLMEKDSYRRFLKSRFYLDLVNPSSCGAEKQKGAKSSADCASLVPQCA
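MLSMR compounds (23 nl, pin-transferred) preincubated 10 min at room temperature with a 500nM (2x) first reagent, then RGS4 at 900nM (2x) plus Transcreener GDP mix added; fluorescence polarization (620/688 nm) read before and after 90 min at 30 °C.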
Active calls of the source: *; ? = inconclusive; / = not tested or not shown; [ ] = dose if it differs, or a comment. Unless noted, the call rests on the fitted dose curve; in most records, active means well fitted curve in the direction sought with a large enough effect; inconclusive means small, poorly fitted or top-dose-only effect, or another doubt; inactive means no such curve, though single readings can be large; an effect the other way counts as inactive or inconclusive.

Structure	ERG Ets-DNA blk	Vif-A3F inh	D2 antag	RGS4 inh	LDHA inh	Glioma ERSR ind	D2 agonist	12-LOX inh	Vif-APOBEC3G blk
COc1ccc(C(=O)CC(SCC(NC(C)=O)C(=O)O)c2ccc(Cl)cc2)cc1OC (configuration not stated)	3%	-13%	-3	-28%	-5	4%	-0.8	0%	-16%
CCn1ncc(S(=O)(=O)NCc2ccccc2Cl)c1C	8%	-9%	-9	-14%	-4	1%	3.4	13%	0%
C=CCNC(=O)/C(C#N)=C/c1c(N(Cc2ccccc2)Cc2ccccc2)nc2ccccn2c1=O	10%	-3%	9	13%	-1	0%	-1.2	-26%	-8%
O=C(Nc1ccccc1F)c1ccc2sc([C@H]3C[C@H](O)[C@@H](CO)O3)nc2c1	/	/	/	/	-3	3%	/	1%	0%
O=C(O)C1OC(Oc2c(-c3ccc(O)c(O)c3)oc3cc(O)cc(O)c3c2=O)C(O)C(O)C1O (configuration not stated)	-11%	6%	-5	21%	8	1%	0.6	/	1%
CCOc1ccc(C(=O)c2cc([N+](=O)[O-])ccc2N2CCOCC2)cc1	-8%	-14%	4	4%	-3	-7%	-0.8	-28%	-60%
CC1CCc2c(sc(NC(=O)c3cc4nc(-c5ccc(Cl)cc5)cc(C(F)(F)F)n4n3)c2C#N)C1 (configuration not stated)	4%	-4%	/	0%	1	1%	0.3	-1%	4%
CCN(CC)CCNC(=O)c1ccc(NC(=O)c2ccc(F)cc2F)cc1	-16%	-9%	-5	3%	-5	1%	-0.5	-6%	3%
O=C1CSCN1c1cc(Cl)ccc1Cl	12%	-9%	1	?	-2	-1%	-2.5	0%	4%
O=C(Nc1ccccc1)OCCCCCOC(=O)Nc1ccccc1	-6%	0%	-6	-4%	-16	0%	0.8	?	4%
Clc1ccc(-c2cc(CN3CCCCC3)no2)cc1Cl	4%	3%	-6	-5%	-10	-3%	0.4	0%	-3%
COCCCNC(=O)C[C@H]1C[C@H](C(=O)N2CCCCC2)[C@@]2(C)c3[nH]c4cc(-c5ccco5)ccc4c3CCN2C1=O	-5%	4%	/	?	-2	-2%	/	-29%	7%
O=C1c2ccccc2NC2(CCCCC2)N1N=C1CCCCC1	-4%	0%	-11	-4%	-5	-3%	0.3	-5%	-5%
Cc1cccc(C=CC(=O)c2ccccc2)c1	19%	2%	/	-9%	-5	11%	/	-8%	-21%
CCSc1nc2ccccc2n1S(=O)(=O)c1ccccc1	-9%	-2%	5	5%	-8	-2%	0.1	?	5%
O=C(Nc1ccc2nc(SCC(=O)N3CCOCC3)sc2c1)c1cccc(Br)c1	1%	1%	/	-19%	-3	-8%	0.1	15%	-17%
CC(C)(C)C(=O)Nc1cccc(OC(F)(F)C(F)Cl)c1 (configuration not stated)	-1%	9%	-21	1%	0	0%	0.1	0%	-5%
CCOc1ccc(CN(C)Cc2cc(=O)oc3cc(C)c(Cl)cc23)cc1	-8%	-1%	13	-8%[56.9 µM]	1	-3%	-0.9	-28%	-7%
CCOC(=O)C1=C(CS(=O)(=O)c2ccc(C)cc2)NC(=O)NC1c1ccc(O)c(OC)c1 (configuration not stated)	-7%	5%	0	-7%[56.9 µM]	-3	-3%	1.1	-7%	0%
CN(C(=O)c1cccc(NC(=O)Cc2ccc(NC(=O)C3CCCN(S(=O)(=O)c4cccc([N+](=O)[O-])c4)C3)cc2)c1)C1CCCC1 (configuration not stated)	-2%	1%	/	?	-11	-2%	/	-26%	-1%
Cn1cnc([N+](=O)[O-])c1Sc1nnc(-c2cccnc2)n1C	2%	-4%	23	4%	1	-6%	-0.8	31%	-1%
O=C(NC(=S)NCc1cccnc1)c1ccccc1	16%	2%	/	-32%	-9	-3%	/	-15%	0%
CCC1Oc2ccccc2C(=O)N(CC(=O)c2ccc3c(c2)OCCO3)C1=O (configuration not stated)	9%	-9%	-16	22%[11.4 µM]	-10	3%	0.2	13%	4%
CCC(=O)N1CCc2cc(CNS(=O)(=O)c3c(C)cc(C)cc3C)ccc21	-5%	-2%	/	-9%	2	-2%	-0.5	?	5%
CCN1CCN(c2ncnc3c2cnn3-c2cccc(C)c2)CC1	-26%	/	/	4%	-12	/	1.3	-11%	/
CCOC(=O)c1c2c(n(Cc3ccccc3)c1C)C(=O)C(=O)c1ccccc1-2	-6%	-18%	/	-3%	29	-14%	/	-18%	-12%
CC1=Nc2cc(C(=O)O)ccc2Sc2ccc(C)cc21	-1%	-2%	-6	4%	-1	1%	0.3	0%	-2%
Cc1cccc(C(=O)OCC(=O)NC(=O)Cc2ccccc2)c1O	2%	1%	-4	-9%	-2	3%	0.2	/	2%
COc1cc(NC(=O)C(=O)NCCN(C)C)c(OC)cc1Cl	-3%	-4%	3	11%	-12	-4%	-0.4	-8%	1%
COc1ccccc1-c1c(C(F)(F)F)oc2cc(OC(=O)c3cccc([N+](=O)[O-])c3C)ccc2c1=O	-2%	-17%	-3	9%	-3	-4%	-0.1	-35%	-1%
COc1ccc(OCC(NS(=O)(=O)c2ccc(-n3cnnn3)cc2)C(C)C)cc1 (configuration not stated)	-3%	-8%	-2	-7%	-3	-3%	-0.6	6%	0%
COc1cc(/C=N/NC(=O)CCOc2ccccc2C)cc(Br)c1O	-2%	1%	16	-28%	-6	-4%	-0.4	?	1%
COC(=O)c1cc(NC(=O)Cn2ncc3c2-c2ccccc2OC3)cc(C(=O)OC)c1	0%	-3%	/	10%	-8	-3%	-0.1	0%	-8%
O=C(CSc1nnc2ccccn12)NNC(=O)c1ccccc1	9%	0%	5	-32%	1	-4%	0.0	?	-1%
CC1(C)CC(=O)C(C=NCCN2CCN(C3CC(=O)N(c4ccc(F)cc4)C3=O)CC2)=C(O)C1 (configuration not stated)	11%	7%	-14	20%	-6	-5%	-0.2	-8%	-3%
COc1cccc(C(=O)N(Cc2nc(-c3ccc(Cl)cc3)no2)C(C)C)c1OC	5%	5%	/	10%	-8	-2%	/	-24%	3%
O=[N+]([O-])c1cccnc1C1OCCO1	/	0%	/	/	-2	-3%	/	-26%	-2%
CNC(=O)c1ccc(NC(=O)c2nsc3ccccc23)cc1	11%	/	/	-15%	-14	/	-0.1	-18%	/
Cc1cccn2c(=O)c3cc(C#N)c(=NC(=O)c4ccco4)n(Cc4ccco4)c3nc12	11%	?	-12	-9%	0	-4%	0.4	?	0%
Cc1cccc2c(-c3ccccc3)cc(=O)[nH]c12	2%	-11%	-4	5%	-5	-3%	0.2	0%	0%
Cc1cc(-c2nsc(=O)o2)c(S(C)(=O)=O)s1	3%	-10%	-11	?	0	2%	0.3	8.9µM*	0%
O=C(CN1C(=O)COc2ccc(S(=O)(=O)NC3CCCC3)cc21)NCc1ccccc1Cl	8%	1%	/	-43%	-6	-3%	-1.4	-16%	2%
CCOc1ccc(-n2nc(CO)c(C(=O)NCc3cccs3)n2)cc1	3%	1%	/	16%	-10	-1%	/	-18%	-2%
CN(C)c1oc(-c2ccccc2Cl)nc1C#N	/	-1%	7	-28%	-1	-1%	-0.2	-10%[57.4 µM]	-6%
CCCNC(=O)c1nc2ncc(Br)cn2n1	7%	-5%	6	-36%[56.9 µM]	0	-6%	0.3	-14%	1%
CN(C)S(=O)(=O)c1cccc(NC(=O)CCSc2ccc(Cl)cc2)c1	-2%	-1%	33*	20%	-2	-4%	1.2	-8%	0%
c1ccc2c(c1)nc(Nc1ccc3c(c1)OCO3)c1nnnn12	-4%	-8%	-8	16%	0	-1%	-0.5	0%	-5%
CC(=O)Nc1ccc(S(=O)(=O)N2CCN(C(=O)c3ncoc3-c3ccccc3C)CC2)cc1	1%	-10%	-6	0%	-21	-1%	-0.4	0%	2%
Cc1cc(C)n(Cc2cccc(C(=O)N/N=C/c3ccncc3)c2)n1	-10%	2%	-11	36%	-13	4%	1.0	-3%	0%
CN(c1ccccc1)S(=O)(=O)c1ccc(C(=O)Nc2nccs2)cc1	-8%	-10%	-5	-7%	-2	-3%	0.6	3%[57.4 µM]	-1%
CC(/C=N/NC(=O)Cn1nnc(N)n1)=C\c1ccc(C(C)C)cc1	8%	5%	10	-15%	-1	-1%	-0.1	38%[activator]	-10%
COCCCNC(=O)c1ccc(Cn2c(=O)c3ccccc3n(CC(=O)NCCc3ccc(OC)c(OC)c3)c2=O)cc1	13%	4%	19	6%	-5	-4%	-0.9	15%	-16%
COc1ccc(NC(=O)C2=C(C)NC(=O)NC2c2ccccc2[N+](=O)[O-])cc1 (configuration not stated)	1%	0%	9	10%	-6	-3%	1.6	18%	-4%

Assay outcomes as filed in PubChem.

A portion of the library; rates above refer to the full screens.
